# M. tuberculosis: growth inhibition of non-replicating M. tuberculosis (AID 488890); Mycobacterium tuberculosis non-replicating, growth inhibition; higher % means a stronger effect; inhibition, % at 25 µM; hits with a dose series show IC50 in µM; actives 0.39% (n = 320,000); in the data active = a potency from the dose series; inconclusive = inhibition mostly from about 82% at the one dose, without a potency; inactive = the rest, 99 in 100 with inhibition below about 76%;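 note: plate controls were DMSO cells for no effect and high antibiotic wells for full effect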
# inhibitors of VEEV: inhibitors of VEEV TC-83 cytopathic effect, confirmation, Vero cells (AID 588727). Vero cells, VEEV TC-83 cytopathic effect inhibition; higher % means a stronger effect. inhibition, % at 20 µM; hits with a dose series show IC50 in µM. actives 0.13% (n = 350,000); in the data active = a potency from the dose series; inconclusive = inhibition mostly from about 14% at the one dose, without a potency; inactive = the rest, 99 in 100 with inhibition below about 12%; note: strong numbers were not always called active
# influenza NS1A: NS1A inhibition, H1N1 influenza, cell based functional assay (AID 504329) | NS1A functional cell-based assay, percent inhibition; higher % means a stronger effect | one-dose inhibition, % at 12.5 µM; IC50 in µM for titrated hits | actives 0.3% (n = 340,000); in the data active = a potency from the dose series; inconclusive = inhibition above about 27% without an active follow-up result; note: strong numbers were not always called active
# Salmonella PhoP GFP: PhoP regulon inhibitors, Salmonella typhi PhoP promoter GFP reporter, confirmatory (AID 1850); Salmonella Typhi PhoP-promoter GFP reporter, fluorescence, 4 h; higher % means a stronger effect; inhibition, % at 50 µM, or IC50 in µM where a hit was titrated; actives 0.33% (n = 310,000); in the data active = a potency from the dose series; inconclusive = inhibition mostly from about 25% at the one dose, without a potency; inactive = the rest, 99 in 100 with inhibition below about 19%;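 note: 0% = induced wells with vehicle and 100% = uninduced wells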
# M. tuberculosis HTS: M. tuberculosis growth inhibition, HTS (AID 449762); inhibition, % at 25 µM; hits with a dose series show IC50 in µM; actives 0.59% (n = 330,000); M. tuberculosis H37Rv growth inhibition, 7H9 media; higher % means a stronger effect; in the data active = a potency from the dose series; inconclusive = inhibition above about 70% without an active follow-up result;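 note: bacterial growth assessed after seven days of incubation; strong numbers were not always called active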
# inhibitors of VEEV 10K pilot screen: also measured in inhibitors of VEEV; calls as there; inhibition, %; measured here: 10K pilot screen inhibition
# Numbers without * were called inactive; i = inactive; ? = inconclusive; · = no result given; & = joins results of further samples.
SMILES,M. tuberculosis,inhibitors of VEEV,influenza NS1A,Salmonella PhoP GFP,M. tuberculosis HTS,others
O=C(CSc1ncccn1)NCc1ccccc1,8.2%,0.8%,-5.4%,4.5%,4.5%,inhibitors of VEEV 10K pilot screen=0.1
CC1(C)CC(=O)C2=C(C1)Oc1ncn(CCCn3ccnc3)c(=N)c1C2c1ccccc1 (stereo unspecified),24.9%,i,8.2%,7.9%,6.2%,
Cc1nn(-c2ccccc2)c2c1C(c1cccnc1)N1C=C(S(=O)(=O)N3CCCCC3)C=CC1=N2 (stereo unspecified),31.2%,3.8%,2.2%,2.9%,1.4%,
O=C(COc1ccccc1)Nc1ccc(S(=O)(=O)N2CCCC2)cc1,·,3.9%,-2.7%,·,2.1%,
COC(=O)C12CCC(C)(c3nc4ccccc4nc31)C2(C)C (stereo unspecified),-7.3%,0.6%,·,0.5%,-3.2%,
N=c1n(CCN2CCCCC2)c2ccccc2n1CC(O)c1ccc(Cl)c(Cl)c1 (stereo unspecified),76.3%,i,3.8%,37.1µM*,?,
Cc1ccc(S(=O)(=O)CCC(=O)OCC(=O)N2CCN(S(=O)(=O)c3ccc(Cl)cc3)CC2)cc1,-10.8%,3.4%,-6.9%,-9.4%,-1.4%,
CC1CCC(NC(=O)C2c3ccccc3C(=O)N2CCCN2CCOCC2)CC1 (stereo unspecified),2.8%,1.0%,-0.7%,0.3%,-1.2%,
CCOC(=O)c1sc(NC(=O)CN2C(=O)NC3(CCC(C)CC3)C2=O)c(C(=O)OCC)c1C (stereo unspecified),-7.5%,5.8%,-1.2%,·,-0.3%,
Cc1n[nH]c(C)c1C(=O)CC1(O)C(=O)N(Cc2ccccc2)c2ccc(Br)cc21 (stereo unspecified),33.0%,i,5.4%,5.5%,-23.9%,
COc1ccc(C2C(C(=O)c3cccs3)=C(O)C(=O)N2c2cccc(C)n2)cc1OC (stereo unspecified),21.5%,2.4%,5.0%,1.9%,-5.8%,
CC(=O)Nc1sc(N/N=C/c2ccccc2)nc1-c1ccc(C)cc1,?,7.9%,-14.2%,4.5%,1.2%,
Cc1ccccc1NC(=O)COC(=O)c1ccc2nc(C)c(C)nc2c1,21.5%,6.2%,-5.2%,·,-15.0%,
COc1cccc(NC(=O)CSc2nc(N)cc(N)n2)c1,1.3%,i,-6.8%,-12.0%,3.1%,
CC(C)CN(CC(C)C)S(=O)(=O)N1CCC(C(=O)NCc2ccccn2)CC1,5.7%,i,0.7%,-0.5%,-8.5%,
O=C(NNC1=NCCCCC1)Nc1cccc(Cl)c1,·,0.2%,-5.8%,·,·,
Cc1ccccc1NC(=O)CCC(=O)OCCCC(F)(F)C(F)(F)F,-4.2%,1.0%,-0.6%,-0.7%,1.3%,inhibitors of VEEV 10K pilot screen=0.1
O=C1COc2ccc(C(=O)COC(=O)COc3ccccc3[N+](=O)[O-])cc2N1,9.9%,i,0.6%,-6.7%,9.8%,
Cn1c(=NC(=O)C2CCN(S(=O)(=O)c3cccs3)CC2)sc2ccccc21,-5.4%,0.5%&2.4%,0.3%&9.8%,-3.9%,2.0%,
COc1c(NC(C)=O)c2ccccc2c2ccccc12,-5.1%,0.5%,-9.4%,0.8%,1.5%,

# Quoted from the listing for reference:
SMILES,M. tuberculosis,inhibitors of VEEV,influenza NS1A,Salmonella PhoP GFP,M. tuberculosis HTS,others
Cc1ccccc1NC(=O)CCC(=O)OCCCC(F)(F)C(F)(F)F,-4.2%,1.0%,-0.6%,-0.7%,1.3%,inhibitors of VEEV 10K pilot screen=0.1
O=C1COc2ccc(C(=O)COC(=O)COc3ccccc3[N+](=O)[O-])cc2N1,9.9%,i,0.6%,-6.7%,9.8%,
Cn1c(=NC(=O)C2CCN(S(=O)(=O)c3cccs3)CC2)sc2ccccc21,-5.4%,0.5%&2.4%,0.3%&9.8%,-3.9%,2.0%,
COc1c(NC(C)=O)c2ccccc2c2ccccc12,-5.1%,0.5%,-9.4%,0.8%,1.5%,

# The listing continues.
SMILES,M. tuberculosis,inhibitors of VEEV,influenza NS1A,Salmonella PhoP GFP,M. tuberculosis HTS,others
COc1ccc(/C=C2\CCc3ccccc3C2=O)c(OC)c1OC,21.5%,1.9%,13.9%,20.3%,-3.1%,
CC1CCCCN1N=Nc1nc2c([nH]1)c(=O)n(C)c(=O)n2C (stereo unspecified),·,2.1%,4.4%,·,·,
CN(C)C(CNC(=O)c1oc2ccccc2c1CSc1ncn[nH]1)c1ccco1 (stereo unspecified),22.4%,1.4%,-3.5%,-2.5%,-14.2%,
CC1CN(C(=O)CCNC(=O)c2ccc(Br)cc2)CC(C)O1 (stereo unspecified),2.2%,3.0%,-4.2%,2.1%,-6.0%,
Cc1ccc(NC(=S)N(CCN2CCOCC2)Cc2ccccc2F)cc1,9.0%,1.6%,9.1%,7.2%,-2.3%,
O=C(NCc1ccco1)C(=O)NCC1OCCN1S(=O)(=O)c1ccc(Br)cc1 (stereo unspecified),-22.0%,i,-3.3%,4.8%,1.0%,
CCOC(=O)C1CCCN(Cc2ccc(O)c(OC)c2)C1 (stereo unspecified),0.5%,i,-7.0%,2.6%,-2.4%,
O=C(Cn1cnc2c(nnn2Cc2ccc(F)cc2)c1=O)NC1CCCC1,-3.0%,1.7%,10.9%,9.6%,-6.4%,
Cc1cc(NC(=O)COC(=O)c2cccc(OCc3ccccc3)c2)no1,24.4%,0.8%,-3.9%,-3.0%,4.5%,
Cc1ccc(C(=O)NCCSCc2ccc(Cl)cc2Cl)cc1[N+](=O)[O-],16.1%,0.1%,1.1%,-3.6%,19.6%,
O=C(NCc1ccccn1)c1cccc(S(=O)(=O)Nc2ccc(F)cc2)c1,·,3.6%,2.1%,·,·,
Cc1cccc(OCC(=O)Nc2ccc3c4c(cccc24)CC3)c1C,1.8%,i,-7.2%,-6.0%,-1.8%,
NS(=O)(=O)c1ccc(CCNC(=O)CSCc2ccccc2)cc1,10.1%,i,1.0%,4.0%,7.4%,
COc1cc(CN2CCCC(C)C2)ccc1OCc1ccccc1 (stereo unspecified),24.7%,0.4%,-5.1%,-4.8%,2.0%,
C[C@H]1CN(S(=O)C(C)(C)C)[C@@H](CCO)/C1=C\CCO (stereo partly specified),·,0.2%,-6.4%,·,·,
Cc1cc(NC(=O)CCC(=O)N(Cc2ccccc2)C(C(=O)NC2CCCC2)c2ccc(C)o2)no1 (stereo unspecified),37.3%,11.1%,3.0%,0.8%,-8.1%,
Cc1ccc([N+](=O)[O-])cc1NC(=S)NC(=O)c1cccs1,-16.8%,0.2%,-6.8%,7.3%,14.5%,
COc1ccc(N2C(=O)CC(Nc3ccc(N4CCOCC4)cc3)C2=O)c(OC)c1 (stereo unspecified),9.3%,1.2%,24.1%,7.5%,4.7%,
O=c1[nH]c(NC2CCCCC2)nnc1Cc1ccccc1,-2.6%,8.0%,-3.3%,8.7%,-9.1%,
Cc1cc2c(c(=O)o1)C(c1cccs1)C(C#N)=C(N)O2 (stereo unspecified),25.6%,2.3%,1.2%,6.0%,3.6%,

# Random excerpt: 4 entries already listed, in no set order.
SMILES,M. tuberculosis,inhibitors of VEEV,influenza NS1A,Salmonella PhoP GFP,M. tuberculosis HTS,others
COc1ccc(/C=C2\CCc3ccccc3C2=O)c(OC)c1OC,21.5%,1.9%,13.9%,20.3%,-3.1%,
Cc1cc2c(c(=O)o1)C(c1cccs1)C(C#N)=C(N)O2 (stereo unspecified),25.6%,2.3%,1.2%,6.0%,3.6%,
CC1CN(C(=O)CCNC(=O)c2ccc(Br)cc2)CC(C)O1 (stereo unspecified),2.2%,3.0%,-4.2%,2.1%,-6.0%,
O=C(Cn1cnc2c(nnn2Cc2ccc(F)cc2)c1=O)NC1CCCC1,-3.0%,1.7%,10.9%,9.6%,-6.4%,

# Following part:
SMILES,M. tuberculosis,inhibitors of VEEV,influenza NS1A,Salmonella PhoP GFP,M. tuberculosis HTS,others
CC(C)CNC(=O)COC(=O)c1ccc(Cl)c(S(N)(=O)=O)c1,-3.3%,1.1%,4.8%,6.4%,0.9%,
O=C(Cc1ccc2c(c1)OCCO2)Nc1ccc(Cl)c(S(=O)(=O)N2CCOCC2)c1,12.7%,1.9%,6.3%,·,3.0%,
Clc1ccccc1-c1nnc(-c2cccnc2)o1,?,5.9%,-9.4%,-4.3%,6.8%,
COc1ccc(C(=O)Nc2cccc(C(=O)N/N=C/c3ccc(OC)cc3OC)c2)cc1,10.4%,0.4%,1.4%,3.4%,3.4%,
O=C(CSc1cccs1)Nc1cccc2ccccc12,68.2%,0.2%,-5.1%,-6.4%,47.3%,
COc1cccc(CCN2C(=O)C(=O)N([C@@H](CNCc3ccccc3)Cc3ccccc3F)C[C@@H]2C(C)(C)C)c1,78.6%,·,·,-2.6%,?,
CCCCc1ccc(N2C(=O)[C@@H]3C(CC(N)=O)NC4(C(=O)Nc5ccc(F)cc54)[C@@H]3C2=O)cc1 (stereo partly specified),31.0%,i,4.6%,-4.6%,-23.0%,
COc1ccc(NC(=O)Cn2c(C(C)C)nc(C)cc2=O)cc1Cl,25.7%,0.9%,3.6%,0.8%,-2.0%,
COc1ccc(C)cc1NC(=O)C1CCCN(S(=O)(=O)c2cccs2)C1 (stereo unspecified),7.3%,i,-7.3%,-14.3%,-11.4%,
CC1(C)CC(=O)C2=C(C1)N(CCN1CCOCC1)C1=C(C(=O)CC(C)(C)C1)C2c1cccc(F)c1,21.0%,0.7%,7.6%,9.5%,2.1%,
Cc1cc(NC(=O)CSc2nnc(-c3ccncc3)n2Cc2ccccc2)n(-c2ccccc2)n1,-3.3%,0.3%,-18.9%,7.7%,-1.4%,
Cc1ccccc1NC(=O)C(C)OC(=O)CCC(=O)N(CC(C)C)c1c(N)n(CC(C)C)c(=O)[nH]c1=O (stereo unspecified),-4.9%,1.9%,-0.3%,-2.2%,1.3%,
CCC(C)(C)NC(=O)C1CCC(CNS(=O)(=O)c2cccc3nsnc23)CC1 (stereo unspecified),-0.4%,0.5%,0.0%,5.1%,-0.3%,
COc1ccccc1-n1c(CNC(=O)c2ccc(S(=O)(=O)N3CCOCC3)cc2)n[nH]c1=S,12.2%,i,7.1%,11.2%,1.1%,
CCc1ccc(OCC(=O)N(CC)CC)cc1,-4.0%,0.8%,-12.9%,-4.1%,-8.8%,
COc1ccc(C(CNC(=O)CSc2ccccc2F)N2CCOCC2)cc1 (stereo unspecified),-0.8%,2.1%,5.5%,6.8%,-5.8%,
O=C(CCCSc1nc2sc3c(c2c(=O)[nH]1)CCC3)NCCO,1.1%,3.0%,-9.0%,-7.4%,0.9%,
COc1ccc2cc3c(N)nn(C(=O)c4cccc([N+](=O)[O-])c4)c3nc2c1,-10.6%,7.5%,-6.2%,-3.9%,2.2%,
FC(F)Oc1ccc(NC(=S)NCc2ccco2)cc1Cl,?,0.8%,-6.7%,-1.4%,0.3%,
CCOc1ccc(OCCC(=O)OCC(=O)N(CC)c2c(N)n(Cc3ccccc3)c(=O)[nH]c2=O)cc1,·,i,-5.1%,·,·,
CCOCCCNC(=O)c1ccc(C2SCC(=O)N2Cc2ccccc2)cc1 (stereo unspecified),13.8%,0.7%,3.0%,-2.5%,1.2%,
Cc1ccc(S(=O)(=O)N(C)C)cc1NC(=O)CCCNC(=O)c1ccc(Cl)cc1,12.5%,1.4%,-0.8%,-2.0%,1.1%,
CCc1nnc(NC(=O)CN2CCN(Cc3ccc(F)cc3)CC2)s1,i,0.4%,-1.9%,-7.5%,4.3%,
CN(C(=O)CN1C(=O)S/C(=C\c2cccc(Cl)c2)C1=O)C1CCS(=O)(=O)C1 (stereo unspecified),13.3%,0.1%,-5.2%,5.5%,-0.4%,
CCCn1c2ccccc2c2cnn(CC(=O)NC3CCCCC3C)c(=O)c21 (stereo unspecified),0.2%,i,-0.7%,-8.5%,3.0%,
CCOC(=O)C1(Cc2cccc(Cl)c2)CCCN(C(=O)c2c(CC)noc2C)C1 (stereo unspecified),11.9%,i,-7.0%,1.5%,0.4%,
COc1ccc(OC)c(NP(=O)(Oc2ccc(Cl)cc2)Oc2ccc(Cl)cc2)c1,5.3%,i,0.8%,5.1%,1.1%,
CCCS(=O)(=O)N1CCN(S(=O)(=O)c2ccccc2)CC1,-9.8%,i,2.2%,-5.1%,0.6%,
Cc1cccc(C(=O)NNC(=O)c2ccccc2[N+](=O)[O-])c1,6.1%,i,-15.1%,3.2%,4.8%,
CCOC(=O)C1=C(C)NC(C)=C(C(=O)OCC)C1C(=O)OCC(=O)N(C)C1CCS(=O)(=O)C1 (stereo unspecified),-0.9%,i,-2.6%,-33.5%,-4.2%,
